CAL PDZ FP-1 = CAL PDZ (human) peptide binding inhibition | Q9HD26 | purified CAL PDZ, TMR-peptide fluorescence polarization, 1 h | inhibition, % at 24.9 µM | 0.92% of 300,000 active | AID 602252;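 active = mean inhibition of at least 30% with at least half of replicates also reaching 30%; inconclusive = no clear call, values can overlap the other calls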;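 also: 0% = DMSO neutral control and 100% = excess unlabeled competitor peptide PRC23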
PvdQ inh = P. aeruginosa PvdQ acylase inhibition; 0.063% of 340,000 active; inhibition, % at 10 µM; purified PvdQ acylase, fluorescence plate reader; in the data active = inhibition above about 30%, passing the limit was not always enough; inconclusive = no clear call, values can overlap the other calls;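 also: 0% = vehicle neutral wells and 100% = reference inhibitor wells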
CAL PDZ FP-2 = human CAL PDZ-peptide interaction inhibition | Q9HD26 | purified CAL PDZ, TMR-peptide fluorescence polarization, 1 h | inhibition, % at 20 µM | 0.02% of 330,000 active | AID 504414;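 active = highest replicate inhibition of at least 40%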;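 also: plate controls were DMSO neutral control wells for no effect and unlabeled competitor peptide control wells for full effect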
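Material: tagged CAL PDZ protein CerCALP, purified; buffer or medium: sodium phosphate/NaCl buffer pH 7.4 with TCEP, IgG, Thesit; also added: fluorescent TMR peptide probe; schedule: 1 h incubation at room temperature before polarization reading; technique: fluorescence polarization from S- and P-plane intensities, G-factor corrected; control set: unlabelled peptide and DMSO controls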
SR-BI uptake up = activators of SR-BI mediated HDL lipid uptake; activation, % at 12.5 µM; CHO ldlA[mSR-BI] cells, DiI-HDL uptake fluorescence, 3 h; 100 = double the neutral-control signal; 0.096% of 320,000 active;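 active = mean replicate activation of at least 60% and every replicate at or above 60%; inconclusive = mean or all-replicate condition met, but not both; inactive = mean below 60% and not all replicates reaching 60%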;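 also: 0% = median plate neutral-control signal and 100% = twice that signal; values of inactives mirror those of a sister screen read the other way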
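Assay system: CHO ldlA[mSR-BI] cells, LDL receptor-null, SR-BI overexpressing; medium: Ham's F12 with 0.5% BSA, HEPES 25 mM, pH 7.4; also added: DiI-HDL 10 µg/mL; timing: 3 h uptake period with compound, 37 °C; signal: DiI fluorescence, bottom read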
MITF act = activators of MITF-driven TRPM1 promoter activity in SK-MEL-5 cells; AID 588334; 0.75% of 300,000 active; SK-MEL-5 TRPM1-promoter luciferase, 24 h; % of positive control, neutral wells = 0; activation, % at 12.5 µM;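 active = mean activation of at least 80% with every replicate also reaching 80%; inconclusive = mean reaches 80% but some replicate falls short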;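 also: 0% = neutral control wells and 100% = parthenolide positive control wells; values of inactives mirror those of a sister screen read the other way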
SR-BI HDL uptake = mouse SR-BI HDL lipid transfer inhibition; ldlA[mSR-BI] CHO cells, DiI-HDL uptake fluorescence, 3 h; Q61009; inhibition, % at 12.5 µM; 0.96% of 320,000 active;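 active = mean replicate inhibition of at least 70% and a set share of replicates each scoring 70 or more; inconclusive = meets just one of the two criteria; inactive = fails both criteria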;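 also: 0% = median of neutral control wells and 100% = median of positive control wells; values of inactives mirror those of a sister screen read the other way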
Target sequence (Q61009 whole entry, looked up): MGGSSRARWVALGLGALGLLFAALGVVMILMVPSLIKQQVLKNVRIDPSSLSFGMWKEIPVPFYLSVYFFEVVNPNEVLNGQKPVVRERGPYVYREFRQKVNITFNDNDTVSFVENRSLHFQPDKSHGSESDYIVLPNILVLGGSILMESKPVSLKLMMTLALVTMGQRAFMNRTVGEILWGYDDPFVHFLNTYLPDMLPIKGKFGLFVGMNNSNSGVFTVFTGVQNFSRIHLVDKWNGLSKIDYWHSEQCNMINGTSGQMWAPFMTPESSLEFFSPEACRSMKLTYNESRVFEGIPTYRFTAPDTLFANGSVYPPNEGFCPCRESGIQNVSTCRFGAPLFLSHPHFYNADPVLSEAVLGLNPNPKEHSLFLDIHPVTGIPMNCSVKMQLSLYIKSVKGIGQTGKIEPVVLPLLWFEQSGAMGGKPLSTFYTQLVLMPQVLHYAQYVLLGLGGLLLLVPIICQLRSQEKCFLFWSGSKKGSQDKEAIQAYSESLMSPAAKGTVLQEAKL
dFosB act = mouse delta FosB homodimer activation. P13346. purified delta FosB, TAMRA-CDK5 oligo fluorescence polarization; percent of positive-control signal above neutral wells. activation, % at 25 µM. 0.99% of 340,000 active;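 active = mean activation above about 17%, with every replicate also reaching it, limit read from the data, passing the limit was not always enough; inconclusive = only one of the two conditions met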;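 also: fluorescence polarization rise as delta FosB binds a TAMRA Cdk5 AP-1 oligo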
NSD2 HMT inh = inhibitors of human histone methyltransferase NSD2. NSD2 peptide methylation, AlphaScreen, 120 min. inhibition, % at 12.5 µM. O96028. 0.54% of 310,000 active; in the data active = inhibition above about 50%
Rtt109 Vps75 = inhibitors of Candida albicans Rtt109/Vps75 histone acetyltransferase | Q5AAJ8 | purified Rtt109/Vps75, ThioGlo CoA-SH fluorescence, 4 h | inhibition, % at 34.9 µM | 0.16% of 330,000 active | AID 540336;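 active = inhibition of at least 50% in every replicate; inconclusive = best replicate reaches 50% inhibition but some replicates fall short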
Target sequence (Q5AAJ8 whole entry, looked up): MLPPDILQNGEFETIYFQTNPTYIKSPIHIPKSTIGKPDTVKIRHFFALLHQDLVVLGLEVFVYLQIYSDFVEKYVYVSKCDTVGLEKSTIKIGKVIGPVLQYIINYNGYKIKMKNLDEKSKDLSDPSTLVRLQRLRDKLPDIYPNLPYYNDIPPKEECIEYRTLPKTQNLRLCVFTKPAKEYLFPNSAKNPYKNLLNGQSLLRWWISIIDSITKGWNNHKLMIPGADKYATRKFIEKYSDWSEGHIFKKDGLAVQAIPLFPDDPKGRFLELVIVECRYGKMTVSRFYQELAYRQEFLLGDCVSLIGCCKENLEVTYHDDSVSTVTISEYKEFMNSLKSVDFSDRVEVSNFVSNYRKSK
PfHsp90 set2 = inhibits growth of yeast expressing Plasmodium falciparum Hsp90; S. cerevisiae expressing PfHsp90, BacTiter-Glo ATP, 48 h; yeast lacking PDR1 and PDR3 efflux regulators; 0.32% of 310,000 active; inhibition, % at 9.4 µM; AID 504621;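 active = every replicate shows inhibition above about 80%, whatever the replicate mean, limit read from the data; inconclusive = mean inhibition reaches the set limit but some replicate falls short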;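 also: 0% = DMSO neutral controls and 100% = 20 µM radicicol positive controls; yeast relying on Plasmodium falciparum Hsp90 in place of its own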
* = called active by the depositor; ? = inconclusive; nt = no result given.

SMILES	CAL PDZ FP-1	PvdQ inh	CAL PDZ FP-2	SR-BI uptake up	MITF act	SR-BI HDL uptake	dFosB act	NSD2 HMT inh	Rtt109 Vps75	PfHsp90 set2
CCCC1=C(C(=O)OCC)C(c2ccco2)n2ncnc2N1 (configuration not stated)	-6	-2	-0.3	-7	nt	7	-2	1	4	-5
Cc1nc2ccccc2n1Cc1ccc(Cl)cc1	-2	-6	-1.8	10	-14	-10	0	nt	-6	-2
CS(=O)(=O)N1CCN(c2ccc(Cl)cc2[N+](=O)[O-])CC1	-5	-10	-0.8	0	-7	0	8	5	5	15
COc1ccc(N/C=C\C(=O)c2ccc3c(c2)OCO3)cc1OC	-2	-11	0.1	-19	68	19	-5	4	-2	11
COc1ccc(-n2nc3c(c2NC(=O)C24CC5CC(CC(C5)C2)C4)CS(=O)C3)cc1 (configuration not stated)	nt	9	-0.3	4	4	-4	-2	nt	6	16
Cc1cc(C(c2cc(C)c(N)c(C)c2)c2ccco2)cc(C)c1N	nt	10	1.2	-7	nt	7	-4	11	-8	-26
CCC(=O)Nc1c2c(nn1-c1ccccc1)CSC2	-7	-19	-2.0	4	-2	-4	-14	3	-1	-6
COc1cccc(CNC(=O)C2CCN(S(=O)(=O)c3ccc(F)cc3)CC2)c1	-3	-6	-0.5	-7	9	7	2	0	-2	7
CCCc1nnc(SCC(=O)Nc2nnc(CC)s2)n1CC1CCCO1 (configuration not stated)	0	-16	-1.7	6	-9	-6	-4	-3	-10	1
Cc1cc(CNC(=O)C(C)n2nc(C)c([N+](=O)[O-])c2C)c2ccccc2n1 (configuration not stated)	7	11	-1.4	-11	-2	11	-7	4	7	nt
COC(=O)c1ccc(Cn2cnc3c(cnn3-c3ccc(C)c(C)c3)c2=O)o1	-5	-9	-2.9	30	13	-30	-9	2	-5	8
CCOc1ccc(S(=O)(=O)NCCCn2ccnc2)cc1	-2	-3	0.0	7	6	-7	-2	-2	11	7
COc1ccc(NC(=O)CN(c2ccc(F)cc2)S(=O)(=O)c2ccccc2)c(OC)c1	-3	-5	0.0	-33	nt	33	-3	-1	-4	-3
O=S(=O)(Cc1ccccc1)NCC1CCCN(Cc2ccc3nonc3c2)C1 (configuration not stated)	-1	-11	-0.7	-5	1	5	1	4	-4	-4
COc1ccc(S(=O)(=O)NCC2CC3C=CC2C3)cc1OC (configuration not stated)	-2	-8	-1.6	-35	6	35	-4	-8	3	-8
CCC1Oc2ccc(C)cc2N(CC(=O)N(Cc2ccc3c(c2)OCO3)CC2CCCO2)C1=O (configuration not stated)	-4	-3	-1.2	-35	-2	35	-8	2	5	-9
CCCc1ccc(C(C)NC(=S)NCc2ccc(F)cc2)cc1 (configuration not stated)	-4	1	0.1	11	-8	-11	-9	0	5	-29
CC1CCN(C(=O)Cn2c(=O)n(CCc3ccccc3)c(=O)c3ccccc32)CC1	-4	-16	-1.1	7	nt	-7	-6	nt	1	23
Cc1nn(-c2ccc([N+](=O)[O-])cc2)c2c1C(c1cccc(Br)c1)N1C(=N2)C(=O)Nc2ccccc21 (configuration not stated)	1	-7	0.4	7	-1	-7	3	-2	-2	-84
C#CCOCCOCCOCCNc1nc(N2CCN(C(=O)[C@H](CCCCN)n3cc([C@@H](N)CO)nn3)CC2)nc(N2CCN(C(=O)[C@H](CCCCN)n3cc([C@@H](N)CC(C)C)nn3)CC2)n1	-2	10	0.0	3	2	-12	?	nt	16	29
COc1cc(/C=C/C(=O)c2ccc3c(c2)OCO3)cc(OC)c1OC	11	-6	-2.6	-24	-41	24	-1	3	0	-10
FC(F)(F)c1cccc(CNc2ncccc2-c2nc3cc(Cl)ccc3o2)c1	-2	-4	-0.2	10	nt	-10	3	-2	-6	9
Cc1c(NC(=O)C(C)OC(=O)c2cccs2)c(=O)n(-c2ccccc2)n1C (configuration not stated)	3	-2	-0.7	0	-9	0	-4	-2	-3	1
COC(CNC(=O)c1ccc(N2CCc3ccccc32)c([N+](=O)[O-])c1)OC	-2	-2	0.1	-29	15	29	-7	13	-5	-2
Cn1c(=O)cc(NCCc2ccccc2)[nH]c1=O	-1	-6	-1.2	5	-11	-5	3	-1	-5	-3
Next section.
SMILES	CAL PDZ FP-1	PvdQ inh	CAL PDZ FP-2	SR-BI uptake up	MITF act	SR-BI HDL uptake	dFosB act	NSD2 HMT inh	Rtt109 Vps75	PfHsp90 set2
Cc1cccc(OCCCCc2c(C)n[nH]c2C)c1C	-2	-19	nt	-26	0	26	-7	3	-6	-48
Cc1ccc2cccc(NC(=S)NC(=O)c3ccnn3C)c2n1	5	-6	-1.4	-23	-16	23	-2	2	5	-39
Cc1c(OC(C)C(=O)N2C[C@H]3C[C@@H](C2)c2cccc(=O)n2C3)ccc2c3c(c(=O)oc12)CCCC3 (some centres not stated)	6	-13	-1.1	-19	-3	19	-8	nt	-8	16
COCCN(C(=O)Nc1ccccc1)C(C)c1cccnc1 (configuration not stated)	nt	-7	-0.1	-13	nt	13	-6	nt	5	4
N#CC(C#N)=C/C(C#N)=C(/N)N1CCN(c2ccc(Cl)cc2)CC1	5	-1	nt	-31	12	31	1	-4	1	3
Cc1ccc(S(=O)(=O)Nc2ccc(Cl)cn2)cc1	-2	8	-0.7	-6	nt	6	6	-10	-6	-3
O=C(c1ccco1)N1CCN(C(=S)Nc2ccccc2Cl)CC1	-1	-3	0.4	23	7	-23	-4	-1	1	7
O=C(c1ccccc1)N1CCN(C(=O)N2CCCCC2)CC1	-1	-14	0.3	22	3	-22	1	-3	-5	18
Cc1cccc(N2CCN(CC(O)COc3ccccc3)CC2)c1 (configuration not stated)	-2	-10	-1.0	-2	1	2	-15	2	0	nt
Brc1ccc(N=NNc2ccccc2)cc1	-8	3	-0.3	26	49	-26	-5	6	2	-10
Cc1nn(CC(=O)NC2C(=O)N3C(C(=O)O)=C(CSc4nnnn4C)CSC23)cc1Br (configuration not stated)	nt	-7	-1.0	13	-3	-13	-12	0	-13	-6
Cc1cc2c(=O)n(NC(N)=O)c(C)nc2s1	nt	-11	-0.5	13	0	-13	2	-1	-1	22
CCOc1ccc(Cl)cc1S(=O)(=O)n1cnc2cc(C)c(C)cc21	-5	4	0.5	-4	nt	4	-8	-1	0	-28
Cn1ncc(Cl)c(Oc2ccc(Cl)cc2)c1=O	-2	1	-2.0	17	6	-17	0	-1	5	-4
O=C(NCCSc1ccccc1)c1ccc(CN2CCOCC2)cc1	2	-4	-2.5	nt	56	nt	-13	-4	-7	-19
COc1cc(/C=C/C(=O)O)cc(S(=O)(=O)NCc2ccc3c(c2)OCO3)c1OC	-11	0	0.6	19	4	-19	-2	-10	-1	-22
O=C(CN1CCN(C(=O)C2CCC2)CC1)Nc1ccc(F)cc1	-4	-19	-0.1	10	0	-10	12	0	11	12
O=C(C1CC1)N1CCN(c2nc3ccccc3s2)CC1	0	0	-2.8	1	87*	-1	-1	0	-6	2
CCCC(C(=O)Nc1ccc(C)c(S(=O)(=O)N2CCOCC2)c1)c1ccccc1 (configuration not stated)	-1	-11	-1.4	-23	4	23	-3	0	3	nt
O=C(CSc1ccc(-c2ccccc2)nn1)c1ccccc1	3	-9	-2.3	-16	47	16	-12	-3	-2	-3
Cc1ccc(C(N)=Nc2ccccc2)cc1	-5	-4	0.8	10	1	-10	4	-5	0	11
Cc1ccccc1NC(=O)Oc1cccc(OC(=O)c2ccccc2)c1	-15	2	0.1	10	13	-10	-4	1	14	-12
COc1cc(/C=C/C(=O)Nc2cccc(S(=O)(=O)NC3=NCCCCC3)c2)ccc1OCC#N	-3	-15	-1.4	-75	4	75*	-12	-3	1	37
CSc1ccccc1C(=O)NCc1ccc(S(N)(=O)=O)cc1	-3	11	0.8	15	-1	-15	0	0	3	-10
CCSc1nnc(NC(=O)CSc2nnc(Cc3cccn3C)n2-c2ccc(F)cc2)s1	nt	0	-1.6	-3	5	3	-9	-4	2	-7
Further compounds follow.
SMILES	CAL PDZ FP-1	PvdQ inh	CAL PDZ FP-2	SR-BI uptake up	MITF act	SR-BI HDL uptake	dFosB act	NSD2 HMT inh	Rtt109 Vps75	PfHsp90 set2
C/C(=N\Nc1nc2c(s1)CCCC2)c1ccccc1	-1	-5	-0.4	-19	76	19	-6	7	-3	10
Cc1ccc(S(=O)(=O)NCCC2=CCCCC2)cc1	-6	5	-3.0	32	5	-32	-5	-3	11	2
CCN(CC(=O)NCc1ccc(Cl)cc1)C(=O)Cc1ccccc1[N+](=O)[O-]	11	1	-2.2	7	3	-7	3	0	-8	5
CCCSc1nnc2nc3c(nn12)c1ccccc1n3C	-6	-11	-0.9	-4	-3	4	-3	nt	-10	4
CC1C(=O)N2CCCc3cc(NC(=O)c4ccccc4C(F)(F)F)cc1c32 (configuration not stated)	-7	-10	-0.1	-30	-12	30	5	1	-3	-1
c1ccc(-c2nnc(NC3=NCCC3)o2)cc1	-1	11	-0.7	-15	18	15	-3	-2	1	-8
COc1ccc(C(=O)N2CCC(C(=O)Nc3ccc(OC)c(OC)c3)CC2)cc1	-5	-6	nt	-18	-7	18	7	1	2	7
COc1ccc(C(=O)CC(=O)C(=O)Nc2ccccc2Cl)cc1	-5	4	-1.2	0	-10	0	0	3	-1	2
CC1(NC(=O)c2cc(S(=O)(=O)N3CCCCC3)ccc2Cl)CCS(=O)(=O)C1 (configuration not stated)	nt	-5	-0.7	9	-11	-9	0	-3	4	nt
COC(=O)C1=C(C)NC(C)=C(C(=O)OC)C1c1ccc(OC(=O)c2ccco2)cc1	-2	-29	-0.4	nt	0	-21	-1	-7	2	10
CN1CCN(C2=C(NS(=O)(=O)c3ccccc3)C(=O)c3ccccc3C2=O)CC1	1	-7	-1.8	9	-78	-9	1	48	6	-13
Cc1ccccc1N1C(=O)c2sc3nc4c(c(=O)n3c2C1=O)CCC4	-1	2	-0.9	-13	3	13	-2	-1	28	3
COc1ccccc1NC(=O)CCCN1C(=O)C2CC=CCC2C1=O (configuration not stated)	0	-12	-1.6	14	-2	-14	-5	0	0	-11
O=c1c2ccccc2nc(/C=C/c2ccccc2)n1CCc1ccccc1	1	-4	-3.2	1	17	-1	6	-2	1	14
COc1ccc(C(C#N)N2CCCCCC2)cc1OC (configuration not stated)	-2	-6	nt	-6	4	6	-4	-1	0	-1
Cc1cccc(C)c1N1CCN(S(=O)(=O)N2CCCCC2)CC1	1	7	-1.2	5	1	-5	-11	-3	21	1

Screens (PubChem)
